# Rpn11 inh – Rpn11 (human) deubiquitinase inhibition; hit rate 0.59% among 360,000; human 26S proteasome, Ub4-pepOG fluorescence polarization; 20S core pre-blocked with epoxomicin; calls only at 20 µM;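 active means inhibition at 20 µM, scaled to each plate's controls, above about 33%, limit read from the data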
# FAS-TE inh – FAS thioesterase (human) inhibition | recombinant FAS-TE, OMFH fluorogenic substrate, fluorescence endpoint | inhibition, % at 15 µM | hit rate 0.67% among 360,000 | P49327;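 active means compounds whose normalised, plate-corrected inhibition of enzyme fluorescence in the single-dose primary screen is 50% or more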;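 further: 0% = DMSO with enzyme and 100% = substrate without enzyme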
# MT1-MMP act inh – blocks activation of human MT1-MMP; HT1080 RFP-PRO-GFP cells, GFP/RFP ratio fluorescence, overnight; percent of plate control window, DMSO zero; GFP/RFP ratio change, % at 20 µM; hit rate 0.061% among 360,000; AID 651647;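 active means GFP/RFP ratio change of at least 30% with cell ATP level not reduced by more than half and red fluorescence within 50% of control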; further: strong numbers were not always called active
#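 Material – HT1080 RFP-PRO-GFP cells · Control set – DMSO wells and RFP-L50D-GFP cells · Incubation – overnight cell settling, then overnight compound exposure, 37 °C, 5% CO2 · Compound dosing – single-point 20 µM compound, 1% DMSO · Read-out – GFP/RFP fluorescence ratio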
# CSN deneddyl inh – CSN deneddylation inhibition; hit rate 0.38% among 360,000; Q92905; inhibition, % at 12.5 µM; Purified CSN, SCF-Nedd8-OG deneddylation, fluorescence polarization;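 active means pattern-corrected inhibition above about 35%, with an unprinted fluorescence ratio check between 0.5 and 1.5, limit read from the data, passing the limit was not always enough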;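 further: 0% = enzyme with substrate and 100% = substrate without enzyme; some results filed as inactive read as strong as hits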
# Target sequence (Q92905 whole entry, looked up, one chain of several): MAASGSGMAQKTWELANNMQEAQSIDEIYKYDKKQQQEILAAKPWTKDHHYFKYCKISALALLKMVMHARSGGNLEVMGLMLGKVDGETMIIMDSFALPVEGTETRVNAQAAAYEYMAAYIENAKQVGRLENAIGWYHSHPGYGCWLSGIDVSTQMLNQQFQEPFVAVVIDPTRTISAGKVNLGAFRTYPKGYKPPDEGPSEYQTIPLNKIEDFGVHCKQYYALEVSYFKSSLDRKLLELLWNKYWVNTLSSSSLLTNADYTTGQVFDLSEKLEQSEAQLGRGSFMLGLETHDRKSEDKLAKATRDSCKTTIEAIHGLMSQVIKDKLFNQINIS
#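 Test system: purified human Csn5 enzyme expressed in HEK293T cells. Amount: 0.24 nM enzyme. Reagent: SCFSkp2-Nedd8OG substrate at 10 nM final. Schedule: 90 min incubation of compound, enzyme and substrate at room temperature. Detection: fluorescence polarization. Read-out: % inhibition of substrate cleavage by Csn5.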
# Neddylation inh – cullin neddylation inhibition; TR-FRET cullin neddylation, biochemical; P61081+Q13564; AID 651699; hit rate 0.58% among 360,000; calls only at 25 µM; in the data active means inhibition above about 36%
# Target sequence (P61081 whole entry, looked up): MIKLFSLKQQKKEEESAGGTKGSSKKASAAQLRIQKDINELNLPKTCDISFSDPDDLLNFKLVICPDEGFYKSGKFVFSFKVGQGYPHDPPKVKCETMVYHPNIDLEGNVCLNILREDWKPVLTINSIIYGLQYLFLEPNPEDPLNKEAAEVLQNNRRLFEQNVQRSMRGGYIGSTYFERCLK
# Target sequence (Q13564 whole entry, looked up): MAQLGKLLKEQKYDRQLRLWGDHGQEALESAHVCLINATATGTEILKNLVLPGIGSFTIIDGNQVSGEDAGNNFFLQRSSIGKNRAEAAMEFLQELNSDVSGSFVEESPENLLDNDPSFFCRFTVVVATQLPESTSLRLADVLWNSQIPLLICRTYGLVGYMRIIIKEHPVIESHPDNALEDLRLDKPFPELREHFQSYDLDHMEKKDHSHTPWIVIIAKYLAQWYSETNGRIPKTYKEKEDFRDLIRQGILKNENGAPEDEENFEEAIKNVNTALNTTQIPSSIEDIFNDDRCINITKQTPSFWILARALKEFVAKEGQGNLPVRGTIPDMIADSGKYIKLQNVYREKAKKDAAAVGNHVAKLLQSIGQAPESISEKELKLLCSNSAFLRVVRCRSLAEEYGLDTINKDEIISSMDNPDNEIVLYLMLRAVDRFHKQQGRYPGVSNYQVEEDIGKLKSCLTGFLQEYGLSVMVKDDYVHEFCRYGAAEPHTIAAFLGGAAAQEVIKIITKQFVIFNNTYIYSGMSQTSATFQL
# SKN-1 inh – blocks SKN-1 activity in C. elegans. inhibition, % at 21.8 µM. AID 624304. C. elegans VP596 Pgst-4::GFP/RFP ratio, acrylamide-induced, 24 h. hit rate 0.49% among 360,000;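 active means interference check ratio from 0.5 to 1.5 plus GFP to RFP signal ratio inhibition reaching or exceeding a fixed threshold, cut at about 30% in these data, passing the limit was not always enough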; further: some compounds called inactive have numbers as strong as hits
# Rin1-Abl PPI inh – blocks binding of human Rin1 to Abl | TR-FRET Rin1/Abl binding, biochemical | inhibition, % at 7.35 µM | hit rate 0.4% among 360,000 | AID 588664; in the data active means inhibition above about 5%, passing the limit was not always enough
# PABP1 MLLE inh – blocks PAM2 peptide binding to the PABP1 MLLE domain | P11940 | GST-MLLE / FITC-PAM2 fluorescence polarization | inhibition, % at 20 µM | hit rate 0.36% among 360,000; in the data active means inhibition above about 35%, passing the limit was not always enough;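 further: plate controls were DMSO wells with GST-MLLE for no effect and wells lacking GST-MLLE protein for full effect; some results filed as inactive read as strong as hits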
# NadD block – NadD (S. aureus) enzyme inhibition; purified NadD enzyme, colorimetric absorbance read-out; inhibition, % at 20 µM; hit rate 0.78% among 360,000; AID 602399; in the data active means inhibition above about 26%; further: some compounds past the cut are filed as inactive
# An asterisk follows results filed as active; i = inactive; x = no result given; + = active, no number.
SMILES,Rpn11 inh,FAS-TE inh,MT1-MMP act inh,CSN deneddyl inh,Neddylation inh,SKN-1 inh,Rin1-Abl PPI inh,PABP1 MLLE inh,NadD block
CC(C)(C)CC(=O)Nc1nnc(SCC(=O)N2CCCCC2)s1,i,-3,0,-5,i,16,2,7,3
OCCSc1nc(-c2cccnc2)nc2ccccc12,i,-4,-6,1,i,5,-22,11,6
C=C[C@@H]1c2cc(C)ccc2N(S(=O)(=O)c2ccc(C)cc2)[C@H](c2ccc(OC(C)=O)cc2)C1(C#N)C#N,i,52*,0,5,i,5,-1,2,12
Cc1cc(NC(=O)CSc2nc(C(C)(C)C)nc3ccccc23)no1,i,-4,-1,6,i,1,0,4,-2
Cc1ccccc1Cn1c(C)c(C(=O)NCc2cccc(C(F)(F)F)c2)sc1=O,i,22,9,1,i,-13,-4,4,-5
Cc1ccccc1OCCCn1c(=O)sc2ccccc21,i,22,-9,3,i,18,2,9,-2
COc1cc(/C=C2/C(=O)NN(c3cccc(Cl)c3)C2=O)cc(Br)c1O,x,-4,-3,44*,i,-28,-2,-146,0
CCCn1c(SCC(=O)Nc2ccccc2OC)nnc1-c1ccco1,i,-5,-6,-1,i,5,6,6,2
N#C/C(C(=O)N1CCOCC1)=C1/SC(Cc2ccc(F)cc2)C(=O)N1c1ccccc1 (stereo unspecified),i,-7,-7,-2,i,-6,7,-9,6
O=C(NC1CCCCCC1)c1cc2n(n1)C(C(F)(F)F)CC(c1ccco1)N2 (stereo unspecified),i,0,1,5,i,1,-1,6,-6
CN=C1CC(C)(C)CC(=O)/C1=C(/O)CCC(=O)NC,i,-2,1,2,i,-2,1,-5,0
O=c1sc(Nc2ccccc2)nc2ccsc12,i,15,-3,5,i,8,-2,-3,2
COC(=O)c1cc2c(s1)-c1ccccc1OC2,i,6,8,1,x,-2,-2,0,-3
Cc1nn(-c2ccc(Br)cc2)c(=O)c2ccccc12,i,3,-4,-2,i,16,-3,-2,-4
COc1ccc(/C=C(\C#N)c2cc(OC)c(OC)cc2[N+](=O)[O-])cc1,i,30,-1,-7,i,1,-1,5,-7
CC(C)(Cc1ccc(O)cc1)NC(=O)CC(=O)N=Nc1c(O)[nH]c2cc(Br)ccc12,i,8,3,-1,i,-5,-2,9,18
CCn1c(SCC(=O)C(C)(C)C)nnc1-c1ccccn1,i,0,-1,-4,i,8,-4,-4,1
CC1=C(C(=O)N2CCOCC2)CC(CC(=O)NCc2cccs2)C(=O)N1Cc1ccc(F)cc1 (stereo unspecified),i,-9,-3,0,i,0,1,-9,-21
CC(=O)c1ccc(N2CCN(C(=O)CCS(=O)(=O)c3ccc4c(c3)NC(=O)CS4)CC2)cc1,i,-1,-2,-6,i,1,-2,0,-2
CC(=O)N1c2ccc(S(=O)(=O)N(C)C3CCCCC3)cc2CC1C (stereo unspecified),i,1,-1,6,i,-8,0,-7,-5
CCC(C)OC(=O)n1ccc(C(=O)Nc2nccs2)n1 (stereo unspecified),i,-3,3,0,i,3,2,-6,-2
CCC(CC)NC(=O)COC(=O)CCC(=O)c1cccs1,i,-7,2,4,i,10,6,-13,-4
CC(OC(=O)/C=C/c1ccco1)C(=O)NC1CCCCC1C (stereo unspecified),i,2,8,3,i,11,-3,-9,0
Cc1cc(-c2n[nH]c(=S)n2-c2ccccc2C)cs1,i,-7,0,-9,i,2,1,-6,2
CCCC(CNC(C)=O)(C1=CCCCC1)c1ccccc1 (stereo unspecified),i,7,-5,2,i,9,1,2,-7

# Some of the entries so far, with bars between the fields:
SMILES | Rpn11 inh | FAS-TE inh | MT1-MMP act inh | CSN deneddyl inh | Neddylation inh | SKN-1 inh | Rin1-Abl PPI inh | PABP1 MLLE inh | NadD block
COc1ccc(/C=C(\C#N)c2cc(OC)c(OC)cc2[N+](=O)[O-])cc1 | i | 30 | -1 | -7 | i | 1 | -1 | 5 | -7
CC(C)(Cc1ccc(O)cc1)NC(=O)CC(=O)N=Nc1c(O)[nH]c2cc(Br)ccc12 | i | 8 | 3 | -1 | i | -5 | -2 | 9 | 18
CCn1c(SCC(=O)C(C)(C)C)nnc1-c1ccccn1 | i | 0 | -1 | -4 | i | 8 | -4 | -4 | 1
CC1=C(C(=O)N2CCOCC2)CC(CC(=O)NCc2cccs2)C(=O)N1Cc1ccc(F)cc1 (stereo unspecified) | i | -9 | -3 | 0 | i | 0 | 1 | -9 | -21
CC(=O)c1ccc(N2CCN(C(=O)CCS(=O)(=O)c3ccc4c(c3)NC(=O)CS4)CC2)cc1 | i | -1 | -2 | -6 | i | 1 | -2 | 0 | -2
CC(=O)N1c2ccc(S(=O)(=O)N(C)C3CCCCC3)cc2CC1C (stereo unspecified) | i | 1 | -1 | 6 | i | -8 | 0 | -7 | -5
CCC(C)OC(=O)n1ccc(C(=O)Nc2nccs2)n1 (stereo unspecified) | i | -3 | 3 | 0 | i | 3 | 2 | -6 | -2

# Next part:
SMILES,Rpn11 inh,FAS-TE inh,MT1-MMP act inh,CSN deneddyl inh,Neddylation inh,SKN-1 inh,Rin1-Abl PPI inh,PABP1 MLLE inh,NadD block
CC1CN(C2CCCCC2)C(=O)NC1=O (stereo unspecified),i,-7,1,1,i,1,0,-7,4
COc1cccc(N(C(=O)c2snc(C(N)=O)c2N)C(C(=O)NCC2CCCO2)c2ccc(F)cc2)c1 (stereo unspecified),i,2,-4,1,+,-2,-3,-6,2
Cc1ccc(-n2c(=O)cc(N3CC(C)CC(C)C3)[nH]c2=O)cc1 (stereo unspecified),i,-2,5,-5,i,13,-1,7,-1
COc1ccc(S(=O)(=O)NCc2ccc(C(=O)O)cc2)cc1,i,-9,2,-4,i,-20,-2,-2,-3
CCOc1ccc(OCC(=O)OCC(=O)NCC2CCCO2)cc1 (stereo unspecified),i,-8,2,-2,i,-15,0,1,-2
CCCCNc1ccc(C(F)(F)F)cc1S(=O)(=O)NCCc1ccc(F)cc1,i,28,-4,-4,i,17,-2,-6,2
CCN=c1scc(C)n1/N=C/c1ccsc1,i,-3,0,-2,i,1,-1,-18,-5
COc1ccc(-c2[nH]ncc2/C=N/NC(=O)c2cc(Br)ccc2O)c(OC)c1,i,1,3,3,i,3,-5,-5,26
S=C(Nc1cc(Cl)ccc1Cl)Nn1cnnc1,i,-4,-1,1,i,-10,1,23,3
O=C(C[n+]1cc2ccccc2c2ccccc21)c1ccccc1,i,0,-5,4,i,32,-1,0,5
CC1CCCCN1S(=O)(=O)c1ccc(C(=O)Nc2nnc(C3CC3)o2)cc1 (stereo unspecified),i,-6,1,2,i,12,-2,-8,5
COc1ccccc1N1CCN(C(=O)/C=C/c2cccs2)CC1,i,-4,-1,-8,i,7,0,22,-2
COc1cc(Oc2ccccc2)nc(N)n1,i,-5,-3,-4,i,-1,-1,3,-3
Cc1ccc(-c2nnc(N3CCN(CCO)CC3)c3ccccc23)cc1,i,-6,0,3,i,5,0,2,-4
Cc1ccc2nc(-c3ccccn3)cc(C(=O)Nc3ccc4c(c3)OCO4)c2c1,i,3,x,-3,i,11,-2,3,19
CCc1cccc2c(=O)c(C(=O)NCCN3CCOCC3)c[nH]c12,i,-7,8,-3,i,-9,0,-5,-3
O=C(C1CC(=O)N(c2ccc(F)cc2)C1)N1CCCCCC1 (stereo unspecified),i,-7,-1,0,i,16,1,12,-5
C/C(=N\OC(=O)c1ccccc1)c1c(C)nc2cc(C)ccn12,i,-3,-1,3,i,0,0,14,-1
COc1ccc(C(=O)CC(Nc2ccc([N+](=O)[O-])cc2)c2ccc(Cl)cc2)cc1 (stereo unspecified),i,40,x,4,i,11,0,-1,3
CCOC(=O)c1c(NC(=O)COC(=O)CCOc2cc(C)ccc2C)sc(C(=O)N(C)C)c1C,i,16,-5,-1,i,-4,1,-68,2
COc1cc2c(cc1NC(=O)CSc1nc3cc(Cl)ccc3s1)oc1ccccc12,i,13,-1,2,i,-6,1,-70,3
O=[N+]([O-])c1ccc(S(=O)(=O)Nc2nnc(C3CCCCC3)s2)cc1,i,50*,3,-4,i,1,0,16,5
COc1ccc(CCC(=O)N2CCc3ccccc32)cc1,i,7,6,3,i,10,2,3,-8
COc1cc(C(=O)NCC(=O)NCCCSc2ccccc2)cc(OC)c1OC,i,-3,-1,-4,i,9,3,-14,-1
CCc1ccc(N=c2c([N+](=O)[O-])nn(-c3ccccc3)n2O)cc1,i,9,2,-1,i,6,-3,3,-4

# Whole records from above:
# O=c1sc(Nc2ccccc2)nc2ccsc12 as listed: Rpn11 inh = i; FAS-TE inh = 15; MT1-MMP act inh = -3; CSN deneddyl inh = 5; Neddylation inh = i; SKN-1 inh = 8; Rin1-Abl PPI inh = -2; PABP1 MLLE inh = -3; NadD block = 2
# CCOc1ccc(OCC(=O)OCC(=O)NCC2CCCO2)cc1 (stereo unspecified) as listed: Rpn11 inh = i; FAS-TE inh = -8; MT1-MMP act inh = 2; CSN deneddyl inh = -2; Neddylation inh = i; SKN-1 inh = -15; Rin1-Abl PPI inh = 0; PABP1 MLLE inh = 1; NadD block = -2
# CC(=O)N1c2ccc(S(=O)(=O)N(C)C3CCCCC3)cc2CC1C (stereo unspecified) as listed: Rpn11 inh = i; FAS-TE inh = 1; MT1-MMP act inh = -1; CSN deneddyl inh = 6; Neddylation inh = i; SKN-1 inh = -8; Rin1-Abl PPI inh = 0; PABP1 MLLE inh = -7; NadD block = -5

# Next records.
SMILES,Rpn11 inh,FAS-TE inh,MT1-MMP act inh,CSN deneddyl inh,Neddylation inh,SKN-1 inh,Rin1-Abl PPI inh,PABP1 MLLE inh,NadD block
COc1ccc(C(c2sc3nc(C)nn3c2O)N2CCN(Cc3ccccc3)CC2)cc1OC (stereo unspecified),i,-1,-1,1,i,-1,1,5,6
COc1ccc(C2C(C#N)=C(N)N(N(C)C)C3=C2C(=O)CC(C)(C)C3)cc1 (stereo unspecified),i,-4,-3,3,i,-8,1,-4,-2
O=C(Nc1ccc(S(=O)(=O)N2CCCCC2)cc1)c1cnccn1,i,-5,8,1,i,3,3,-11,-4
CC(=O)CCc1ccc(OCC(O)CNCCOc2ccc(C)cc2)cc1 (stereo unspecified),i,-5,0,1,i,23,1,14,-5
CCCCN1CC[C@H]2C=CC[C@@H](C(=O)Nc3ccc(Cl)cc3Cl)[C@H]2C1=O,i,10,-3,2,i,6,3,13,0
O=C(Nc1ncc(Br)s1)C1CCCN1S(=O)(=O)c1cccc2cccnc12 (stereo unspecified),i,0,1,-3,i,5,4,-13,6
Cc1cccc(OCC(=O)N2CCN(C(=O)Cc3ccccc3)CC2)c1,i,-2,4,2,i,5,1,2,5
CC(C)(C)n1nc2c(c1NC(=O)COc1ccc3ccccc3c1)CS(=O)(=O)C2,i,0,0,-3,i,-11,-5,7,-4
COc1cccc(-n2nnc3c(=O)n(CC(=O)NC4CCCC4)cnc32)c1,i,-7,5,-3,i,-12,-3,-9,-3
Cc1ccc(N(CC(=O)NCc2ccc3c(c2)OCO3)C(=O)CCC(=O)Nc2ccccn2)cc1,i,6,0,2,i,-7,-1,-5,0
c1ccc2sc(NC3=NCN(Cc4ccc5c(c4)OCO5)CN3)nc2c1,i,13,3,1,i,5,-2,-3,2
